Screening data: PubChem, National Center for Advancing Translational Sciences (NCATS)
Vif-A3F inh: blocks the Vif interaction with APOBEC3F. Potency, µM (doses to about 46.1 µM), inactives show at the top dose activity, negative = active. HeLa A3F-eYFP + Vif (tagged APOBEC3F with the HIV-1 protein that degrades it), YFP fluorescence increase. 390,000 tested, 0.2% active; further: potency means the concentration at half of the fitted maximal effect; % of control where 0% means no effect; nearly all actives have a fitted effect of over 65% in size
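HeLa cells stably expressing A3F-eYFP plus Vif, plated and incubated overnight at 37 deg C, then exposed to compounds overnight at 37 deg C. Blocked degradation read as raised yellow fluorescence (Ex 488/Em 500-530).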
Vif-A3G inh: blocks the Vif interaction with human APOBEC3G | 410,000 tested, 0.076% active | HeLa A3G-eYFP + Vif (tagged APOBEC3G with the HIV-1 protein that degrades it), YFP fluorescence, overnight | Potency, µM (doses to about 46.1 µM), for inactives: top-dose activity, negative = active, usual class: inhibitors | Q9HC16;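 further: potency means the concentration at half of the fitted maximal effect; on the % scale 0 is the no-effect control and ±100 the full control effect; nearly all actives have a fitted effect of over 60% in size; hits raise eYFP signal because A3G escapes Vif-driven loss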
Target sequence (Q9HC16 whole entry, looked up): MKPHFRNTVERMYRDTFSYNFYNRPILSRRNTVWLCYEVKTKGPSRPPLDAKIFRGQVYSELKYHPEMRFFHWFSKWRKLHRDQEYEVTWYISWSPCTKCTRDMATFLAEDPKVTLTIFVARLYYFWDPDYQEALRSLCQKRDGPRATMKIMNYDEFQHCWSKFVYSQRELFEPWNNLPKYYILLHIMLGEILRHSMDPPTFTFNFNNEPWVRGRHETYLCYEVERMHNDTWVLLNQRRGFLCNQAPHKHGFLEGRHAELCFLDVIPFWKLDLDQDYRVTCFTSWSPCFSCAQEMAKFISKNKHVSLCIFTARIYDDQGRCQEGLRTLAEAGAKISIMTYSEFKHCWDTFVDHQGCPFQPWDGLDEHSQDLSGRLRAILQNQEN
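Read-out is eYFP fluorescence (Ex 488/Em 500-530) from Vif-expressing HeLa A3G-eYFP cells; more signal means A3G escaped Vif-mediated degradation. Cells plated overnight, compound pinned in, incubated overnight at 37 deg C.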
D1 agonist: human D1 receptor agonism; HEK293 T-REx D1 cells, calcium flux, agonist mode; activation, % at 2 µM; 360,000 tested, 1% active; AID 504660; in the data active means activation above about 30%; further: 0% is about no effect
Target sequence (P21728 whole entry, looked up): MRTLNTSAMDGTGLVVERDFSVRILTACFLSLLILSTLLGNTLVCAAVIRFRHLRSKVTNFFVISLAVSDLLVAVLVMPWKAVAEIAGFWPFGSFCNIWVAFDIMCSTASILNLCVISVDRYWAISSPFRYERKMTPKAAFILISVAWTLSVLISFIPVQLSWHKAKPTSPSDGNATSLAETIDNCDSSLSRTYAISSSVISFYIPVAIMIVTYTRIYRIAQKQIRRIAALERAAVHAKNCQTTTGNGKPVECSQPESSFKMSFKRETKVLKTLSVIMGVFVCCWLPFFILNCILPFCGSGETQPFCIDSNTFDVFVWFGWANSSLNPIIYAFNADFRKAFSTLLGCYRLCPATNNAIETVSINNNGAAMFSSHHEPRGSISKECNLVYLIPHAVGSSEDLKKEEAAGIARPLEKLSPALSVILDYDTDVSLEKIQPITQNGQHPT
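Tetracycline-induced HEK293 TREx D1 cells, force-coupled to calcium signalling, were dye-loaded with a no-wash calcium kit. Compound was pin-added after a 10 s baseline. Fluorescence was read kinetically at 1 cycle/s for 180 s, with calcium rises flagged as agonism.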
RXFP1 agonist: activates the human relaxin receptor RXFP1 | 370,000 tested, 0.3% active | AID 2676 | HEK293T-RXFP1 cAMP TR-FRET, 30 min; response scale: percent of porcine relaxin response, buffer zero | Potency, µM (doses to about 57.5 µM), without a hit: top-dose activation, most hits filed as activators | Q9HBX9; further: potency means the concentration at half of the fitted maximal effect; on the % scale 0 is the no-effect control and ±100 the full control effect; nearly all actives have a fitted effect of over 60% in size; many of its hits are not listed in these tables
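cAMP rise read by TR-FRET after 30 min, 37C compound exposure (up to 58 uM) in RXFP1-transfected HEK293 cells with Ro 20174 present. EC50 from Hill-equation fits, with 29 nM porcine relaxin as 100% and buffer as basal.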
Glioma ERSR ind: inducers of ER stress response in human glioma cells; U87-MG GRP78 promoter luciferase reporter, 16 h; Potency, µM, for inactives: top-dose activation, actives largely listed as activators; 420,000 tested, 0.02% active; further: potency means the concentration at half of the fitted maximal effect; series mostly up to about 76 µM; % of control where 0% means no effect; nearly all actives have a fitted effect of over 35% in size
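Stably transfected U87-MG human glioma cells carrying a GRP78-based luminescent sensor were seeded at 1000 cells/well, pin-dosed with compounds and incubated 16 h. Luciferase reagent was then added, and end-point luminescence was read after 10 min at room temperature.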
D1 antag: antagonists of human D1 dopamine receptor; P21728; activity change, negative = inhibition, % at 10 µM; HEK293 TREx D1 cells, calcium flux, dopamine EC80; active compounds read low; 360,000 tested, 3.2% active; AID 504652; in the data active means activity change below about -30%; further: on the % scale 0 is the no-effect control and ±100 the full control effect
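Tetracycline-induced HEK293 T-REx cells with force-coupled D1 receptor were loaded with a no-wash calcium dye. Compound was added after a 10 s baseline and read kinetically for 180 s; EC80 dopamine was then added and calcium flux followed another 180 s.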
LDHA inh: blocks human lactate dehydrogenase A | P00338 | activity change, % (values are at about 110 or 230 µM) | purified LDHA, NADH/diaphorase-resazurin fluorescence; active compounds read low | 480,000 tested, 0.15% active; in the data active means activity change below about -30%; inconclusive means mostly about -25% to -30%;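 further: plate controls were DMSO wells for no effect and wells without enzyme for full effect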
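Remaining NADH was detected by diaphorase (0.133 mg/mL) converting 37 µM resazurin to fluorescent resorufin, read at 0 and 20 minutes. The preceding 5-minute room-temperature reaction used 2 nM LDHA, 0.2 mM sodium pyruvate and 0.06 mM NADH at pH 7.4.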
D1 PAM: enhances dopamine response at the human D1 receptor | P21728 | HEK293 TREx D1 cells, calcium flux, dopamine EC20 potentiation | potentiation, % at 10 µM | 360,000 tested, 0.036% active | AID 504651; in the data active means potentiation above about 30%; further: 0% is about no effect
D2 potentiator: positive allosteric modulators of human D2 dopamine receptor | HEK293 T-REx D2, calcium flux, EC20 dopamine potentiation | potentiation, % at 10 µM | 340,000 tested, 0.34% active | AID 485347;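 active means potentiation over 3 SD above the plate norm, cut at about 30% in these data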; further: 0% is about no effect
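Tetracycline-induced Hek293 Trex D2 cells, force-coupled to calcium, loaded with no-wash calcium dye. Compound added with 180 s kinetic read for agonism, then EC20 dopamine and a further 180 s read for potentiation.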
* marks the source's active call; other numbers are inactive results; ? = inconclusive; / = not tested or not shown; & = joins results of further samples. Unless noted, the call rests on the fitted dose curve; in most records, active means well fitted curve in the direction sought with a large enough effect; inconclusive means small, poorly fitted or top-dose-only effect, or another doubt; inactive means no such curve, though single readings can be large; an effect the other way counts as inactive or inconclusive.

SMILES | Vif-A3F inh | Vif-A3G inh | D1 agonist | RXFP1 agonist | Glioma ERSR ind | D1 antag | LDHA inh | D1 PAM | D2 potentiator
COc1ccc(NC(=S)N(CCCN2CCCCC2)Cc2cccs2)cc1 | 14% | -1% | 3 | -1.6% | -2% | 22 | -2 | -6 | -23
O=C(C1=NN(c2ccccc2)C2C(=O)N(c3ccccc3)C(=O)C12)c1ccccc1 (configuration not stated) | ? | -1% | 324* | 2.8% | -5% | -32* | -3 | 25 | 4
Cc1ccc(S(=O)(=O)Nc2ccc(-c3nc4ccc(C)cc4s3)cc2)cc1 | 4% | ? | 6 | 4.2% | 9% | -21 | 3 | -5 | -2
COc1ccc(CN2CCC(C(=O)Nc3ccc(Oc4cccnc4)cc3)CC2)c(C)c1C | 0% | 1% | 23 | 1.7% | -11% | -13 | -8 | -5 | -25
Cc1cc(C)c(S(=O)(=O)NCC(=O)NCc2cc(=O)n(C)c(=O)n2C)c(C)c1 | -4% | -2% | 1 | -0.1% | 0% | -12 | -8 | -7 | -7
O=C(O)CC(NCc1ccco1)C(=O)OCC1CCCO1 (configuration not stated) | -6% | -6% | 2 | -0.4% | -3% | 4 | -5 | -2 | 10
Cc1cccc(C(=O)OC2CCOC2=O)c1C (configuration not stated) | 7% | 1% | -4 | 2.1% | -2% | -3 | -3 | -2 | 17
CC1=C(SCc2ccccc2)C(=O)c2ccccc2C1=O | ? | ? | / | / | -15% | / | 50 | / | /
CC[C@H](C)[C@H]1CNC(=S)N1CC1CCN(CC)CC1 | 5% | 1% | / | / | -4% | / | 1 | / | /
CCn1c(-c2cc(Br)cc(OC)c2O)nc2cc(S(=O)(=O)N(C)C)ccc21 | 2% | -1% | 2 | 1.7% | -8% | -3 | 12 | 0 | 1
Fc1ccc(NC(=S)Nc2cccnc2)c(F)c1F | 6% | 6% | 4 | -0.2% | -4% | -7 | 1 | 5 | -7
CCC1CCC(N2CCN(c3ccc(F)cc3)CC2)CC1 (configuration not stated) | -5% | 1% | 1 | -0.1% | -4% | -46* | 1 | -8 | -24
CCCCOC(=O)c1ccc(Nc2ncnc3c2cnn3-c2cccc(C)c2)cc1 | 0% | 1% | -2 | 0.1% | -1% | -3 | -6 | 0 | -2
O=C(O)C1CCC(CNS(=O)(=O)c2ccccc2)CC1 (configuration not stated) | -7% | 2% | 0 | -1.2% | -2% | 11 | -25 | -8 | 3
C=CCc1cc(C)ccc1OCC(O)CN1CCN(c2ccccc2)CC1 (configuration not stated) | -21% | -9% | 2 | 0.8% | -1% | -19 | -13 | -8 | -28
COC(=O)c1nn(-c2ccc(C)cc2)ccc1=O | -16% | -1% | 0 | -0.3% | 1% | / | -4 | -8 | -5
O=C(CN(Cc1ccco1)C(=O)CCC(=O)Nc1ccccn1)NCCc1ccccc1 | -15% | 0% | 0 | 2.5% | -1% | -19 | -5 | 2 | -1
CCN1CCN(CC(=O)Nc2ccccc2)C(=O)C1=O | -14% | 0% | 3 | -0.2% | -1% | 11 | -14 | / | 4
C[C@H]1CN([C@@H](C)CO)C(=O)CCCn2cc(nn2)CO[C@@H]1CN(C)C(=O)Nc1ccc(C(F)(F)F)cc1 | -6% | -7% | / | / | -5% | / | 2 | / | /
Clc1ccc(NCc2cccnc2)c(Cl)c1 | 11% | -7% | 0 | -1.2% | 1% | -9 | -11 | 2 | 1
COc1ccc(-c2nc(NC(=O)C3CCN(c4nc5ccccc5o4)CC3)sc2C)cc1 | -3% | 3% | 2 | 1.3% | 0% | -17 | -1 | -9 | -2
C=CCn1c(=O)/c(=C/c2ccc(Cl)cc2)s/c1=C(\C#N)c1nnc2n1CCCCC2 | 0% | 2% | / | / | -4% | / | 5 | / | /
COc1ccc2c(c1)cc1c(=O)n(CC(=O)NCCCc3ccccc3)nc(C)n12 | 5% | 0% | 0 | 0.4% | -1% | -16 | -8 | 0 | 19
COC(=O)CN1C(C(=O)c2ccccc2)=C(OC(=O)c2ccccc2)c2ccccc2S1(=O)=O | / | / | 1 | 23% | / | 3 | -4 | 0 | 0
C/C(=N\NC(=S)NC(C)C)c1ccc(Cl)s1 | ? | -5% | 4 | -0.6% | -3% | -15 | 0 | -6 | 13
O=C1NC(=O)C(c2ccccc2[N+](=O)[O-])=C1Nc1ccc(O)c(Cl)c1 | -2% | -4% | 1 | 0.3% | -3%&-3%&-5%&-1% | -38* | -1 | -10 | -2
CN(C)S(=O)(=O)Nc1ccccn1 | 0% | -3% | 2 | 1.1% | -8% | -6 | -6 | 5 | 11
CC(C)(C)NCCOc1ccc2ccccc2c1 | 1% | -1% | 1 | 0.3% | -3% | / | 1 | -7 | -21
O=C1OC(/C=C/c2ccccc2)=NC/1=C/c1ccco1 | -1% | 1% | 18 | -1.5% | 0% | -3 | 1 | 16 | 2
COc1ccc(-c2nn(-c3ccccc3)cc2CNC(=O)c2cccc([N+](=O)[O-])c2)cc1 | 0% | -3% | 5 | -0.1% | 2% | -6 | -7 | -3 | 14
COC(=O)c1cn(CCOc2ccccc2F)c2ccccc12 | -5% | -5% | 5 | -0.4% | 8% | -3 | 0 | 28 | 6
O=c1n(Cc2ccc(F)cc2Cl)c2ccccc2c2nc(-c3ccccc3)nn12 | 2% | 12% | 1 | -0.6% | 4% | 6 | -11 | 0 | -10
OCCC1CN(Cc2nc3ccccc3s2)CCN1CCc1ccccc1 (configuration not stated) | 0% | 0% | 5 | -1.2% | 0% | -6 | -5 | -11 | -7
Cc1ccc(C)c(Nc2ccc(C(=O)NCCc3ccccc3)cn2)c1 | -14% | -2% | 6 | -0.2% | 3% | -3 | -7 | -11 | -7
CC(=O)N1CCN(S(=O)(=O)c2c(F)cc(F)c(Cl)c2F)CC1 | 0% | -2% | 3 | 2.0% | -2% | -5 | -12 | -9 | /
COc1cccc(OC)c1C(=O)NC(=S)N1CCCCC1c1cccnc1 (configuration not stated) | 2% | -2% | 5 | 0.3% | -2% | 9 | -13 | 5 | 6
COc1ccc2c(c1)CC(C(=O)NCCN1CCN(c3ccccc3F)CC1)CO2 (configuration not stated) | 0% | 3% | 1 | 1.9% | -1% | -40* | 1 | -5 | -24
COC(=O)Cc1ccc2sc(-c3ccccc3)nc2c1 | -28% | 1% | 6 | -1.0% | -3% | -12 | -6 | 6 | -9
CCOC(=O)CNC(=O)c1cc(-c2ccccn2)nc2c(C)c(Cl)ccc12 | -15% | -14% | 0 | 0.9% | -1% | 18 | -6 | 1 | -8
CCC(c1ccc(O)c(O)c1)C(CC)c1ccc(O)c(O)c1 (configuration not stated) | -2% | ? | / | / | -7% | / | 25 | / | /
CCOc1ccc(C2C=C(c3ccc(C)cc3)Nc3nnnn32)cc1 (configuration not stated) | -12% | -14% | 0 | 0.7% | -2% | 19 | 1 | 2 | 11
O=C(Cn1c(=O)n(Cc2ccc3c(c2)OCO3)c(=O)c2ccccc21)N1CCCc2ccccc21 | -1% | -27% | 3 | -2.1% | 0% | 0 | -2 | -2 | -1
CSc1cccc(NC(=O)CN2C(=O)COc3ccc(Cl)cc32)c1 | -3% | 1% | 5 | 0.0% | -2% | -13 | -3 | -3 | -1
C=C(C)Cn1c(SCC(=O)NCc2ccco2)nc2sc3c(c2c1=O)CCC3 | -14% | 1% | 0 | 1.0% | -3% | -2 | 2 | 1 | 17
CC(C)CCN1CCC(C)(NC(=O)c2ccccc2)C1=O (configuration not stated) | 2% | 5% | -3 | -1.2% | -4% | / | -1 | 3 | -8
CCN(CCCNC(=O)CCNC(=O)Cn1ccc2ccccc2c1=O)c1ccccc1 | -2% | 1% | -4 | -0.4% | -3% | 1 | 5 | 1 | -10
CCOC(=O)c1c(NC(=O)COC(=O)c2ccc([N+](=O)[O-])cc2)sc(C(=O)N(C)C)c1C | -13% | 2% | 1 | -0.8% | -2% | 3 | -3 | -5 | 11
COC(=O)c1cc2oc(C)cc2n1CC(=O)Nc1ccc(OC)c(OC)c1 | -9% | 2% | 3 | 0.1% | 0% | 0 | -3 | 0 | 26
Cc1ccc2nc(-c3ccc(Cl)cc3)cc(C(=O)OCC(=O)c3ccccc3)c2c1 | -2% | -1% | -2 | 1.4% | 0% | 0 | -13 | 1 | 6
CC(C)CCN(C(=O)c1csnn1)C(C(=O)NC1CCCC1)c1ccc(F)cc1 (configuration not stated) | 11% | 1% | 1 | -1.1% | 0% | -10 | -3 | 8 | -8
CCOc1ccc(CNC(=O)Nc2ccccc2)cc1 | 2% | 0% | 2 | -2.2% | 8% | -11 | -5 | 6 | 0
CCCOc1ccc(NC(=O)CC2Nc3ccccc3NC2=O)cc1 (configuration not stated) | -10% | -2% | 2 | -0.4% | -2% | -4 | 0 | -4 | 13
CC(CNC(=O)CCc1ccccc1)NC(=O)CCc1ccccc1 (configuration not stated) | 0% | 0% | / | / | 0% | / | -2 | / | /
O=C(O)c1ccccc1C(=O)Nc1ccc(Br)c2cccnc12 | 5% | -4% | 1&-1 | 3.9%&2.5% | 9% | -14&-3 | 3&2 | -5&1 | -9&3
Cc1n[nH]c(=O)c2c(NC(=O)CSc3nc4ccccc4c(=O)n3CCCOC(C)C)oc(C)c12 | 3% | 2% | 1 | 3.6% | 1% | 1 | -4 | -8 | -5
O=C(/C=C/c1ccco1)N/C(=C\c1ccco1)C(=O)NCCc1nc2ccccc2[nH]1 | -4% | -5% | 2 | 3.7% | -7% | 19 | -4 | -6 | -5

Some of the compounds tested. The share of hits here may be higher or lower than overall.
